# High-throughput results (PubChem)
# OX1R antag-1 – antagonists of human orexin 1 receptor. CHO/OX1R cells, Fluo-8 calcium fluorescence, orexin A. inhibition, % at 5 µM. 0.43% of 330,000 active. AID 434989;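 active = inhibition above its plate's threshold, mean inhibition of all tested compounds on the plate plus 3 SD, cut at about 37% in these data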;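 note: 0% = orexin A challenge wells and 100% = SB-334867-A antagonist wells; not every result past the cut was called active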
# Target sequence (O43613 whole entry, looked up): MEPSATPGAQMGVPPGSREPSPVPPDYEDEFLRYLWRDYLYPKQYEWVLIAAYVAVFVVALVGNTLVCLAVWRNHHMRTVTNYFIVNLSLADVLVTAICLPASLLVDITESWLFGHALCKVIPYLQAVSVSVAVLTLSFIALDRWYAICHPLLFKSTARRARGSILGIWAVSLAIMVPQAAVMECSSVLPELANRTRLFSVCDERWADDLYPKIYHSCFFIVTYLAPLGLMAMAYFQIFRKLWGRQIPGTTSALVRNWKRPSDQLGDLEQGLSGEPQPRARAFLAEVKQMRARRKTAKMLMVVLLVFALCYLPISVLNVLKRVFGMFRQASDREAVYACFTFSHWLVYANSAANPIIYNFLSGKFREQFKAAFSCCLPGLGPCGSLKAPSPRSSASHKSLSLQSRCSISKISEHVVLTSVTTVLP
# CHT PAM – allosterically activates the human high affinity choline transporter; CHT-expressing cells, membrane potential dye, choline EC20; stronger effect = higher value; LV-AA mutant CHT in HEK293 cells; AID 488977; Q9GZV3; B-score at 10 µM; 0.49% of 310,000 active;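 active = initial fluorescence not abnormally high and integrated response B-score, plate-corrected, over 3 SD above library mean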
# Target sequence (Q9GZV3 whole entry, looked up): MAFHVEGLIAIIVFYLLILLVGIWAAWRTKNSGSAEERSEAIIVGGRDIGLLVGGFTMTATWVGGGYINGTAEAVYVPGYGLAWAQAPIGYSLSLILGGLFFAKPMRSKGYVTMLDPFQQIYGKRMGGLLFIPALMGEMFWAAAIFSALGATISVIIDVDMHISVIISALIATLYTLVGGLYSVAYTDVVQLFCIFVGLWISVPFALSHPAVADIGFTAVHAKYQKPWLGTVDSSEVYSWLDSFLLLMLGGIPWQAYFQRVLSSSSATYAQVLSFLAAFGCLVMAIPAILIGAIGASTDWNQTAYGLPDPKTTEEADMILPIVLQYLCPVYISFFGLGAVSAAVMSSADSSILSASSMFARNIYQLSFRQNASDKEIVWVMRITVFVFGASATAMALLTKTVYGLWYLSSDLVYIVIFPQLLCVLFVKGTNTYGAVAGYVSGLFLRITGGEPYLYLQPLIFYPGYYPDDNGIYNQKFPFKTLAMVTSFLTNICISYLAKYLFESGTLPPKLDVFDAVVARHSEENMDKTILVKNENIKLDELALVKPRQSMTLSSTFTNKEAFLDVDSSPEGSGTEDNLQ
# OX1R antag-2 – antagonists of human orexin 1 receptor (OX1R). O43613. OX1R-expressing cells, FRET antagonist read-out. inhibition, % at 6.6 µM. 1.8% of 330,000 active. AID 485270; in the data active = inhibition mostly above about 38%, no sharp cut-off; inactive = mostly below about 40%;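 note: 0% = agonist challenge alone and 100% = reference antagonist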
# * hit, by the source's call; i = inactive; x = no result given.
SMILES,OX1R antag-1,CHT PAM,OX1R antag-2
Nc1cccc(-c2cn(-c3cc4cc(C#CC5(O)CCCCC5)ccc4oc3=O)nn2)c1,7,x,9
O=S(=O)(c1ccc2nc(N3CCN(c4ccccc4)CC3)ccc2c1)N1CCCCC1,-1,i,-5
O=C1C=C(c2cccs2)C[C@H](c2ccccc2)[C@H]1n1nnc([N+](=O)[O-])n1,-34,i,13
COCC(C)NCc1ccccc1C (stereo unspecified),3,i,8
CCc1ccccc1OCC(=O)N(CC)CC(=O)NCc1ccc(F)cc1,-42,i,11
CN1CCN(C(=O)c2ccc(N(Cc3ccccc3Cl)S(C)(=O)=O)cc2)CC1,-10,i,5
COc1ccc(C2CCCN2C(=O)Nc2ccc(F)cc2)cc1OC (stereo unspecified),-6,i,15
CN(C)c1ccc(CNC2CC(C)(C)NC(C)(C)C2)cc1,-18,i,14
COc1ccc(Cn2c(-c3ccco3)nc3c(c(=O)c4ccccc4n3C)c2=O)cc1,-28,i,13
Cc1ccc(NC(=O)C(C)[n+]2ccccc2)cc1[N+](=O)[O-] (stereo unspecified),-3,i,39
O=C(NCc1cccnc1)c1ccc(COc2ccc(Cl)cc2)cc1,-15,i,39
O=C1OC(NCc2cccnc2)(c2ccc(Cl)cc2)c2ccccc21 (stereo unspecified),-32,i,19
N#Cc1c(-c2ccccc2)ccn(Cc2cccc(Cl)c2)c1=O,-10,i,16
CC(=O)Nc1ccc(/C(C)=N/Nc2nc(N3CCOCC3)nc(N3CCOCC3)n2)cc1,-31,i,22
CN(N=Nc1cccc([N+](=O)[O-])c1)c1ccccc1,-34,i,-1
O=C(NCc1ccco1)c1cc(-c2ccncc2)nc2ccccc12,-23,i,11
C=CCn1c(C)cc(C(=O)COC(=O)/C=C/c2c(C)nn(C3CCS(=O)(=O)C3)c2Cl)c1C (stereo unspecified),-8,i,22
CS(=O)(=O)c1ccc(Cl)c(NC(=O)Cc2ccccc2F)c1,-10,i,18
Cc1cccc(N=C2NC(=O)CS2)c1C,2,i,5
COc1cc(C(=O)Sc2ccc(Cl)cc2)cc(OC)c1OC,-32,i,2
O=C(N/N=C/c1cccs1)c1ccc2nc[nH]c2c1,31,i,8
O=C(NC1CCCCC1)C(c1ccccc1)N(Cc1ccc2c(c1)OCO2)C(=O)c1cnsn1 (stereo unspecified),-16,i,11
Cc1cccnc1NC(=O)CSc1nnc(Cc2ccccc2)o1,-5,i,11
COc1ccccc1/C=C/C(=O)OCC(=O)Nc1c(F)cccc1F,-20,i,16
COc1cc(C(C(=O)NC2CCCC2)N(CCO)C(=O)Cn2nnc(-c3ccc(C)o3)n2)ccc1O (stereo unspecified),-9,i,1

# Next part.
SMILES,OX1R antag-1,CHT PAM,OX1R antag-2
O=Cc1ccc(C(=O)O)cc1,-15,x,6
CCCCC(c1nnnn1C1CCCC1)N1CCN(C2CCCCC2)CC1 (stereo unspecified),-30,i,5
CCc1ccc(-c2cc3c(=O)n(CC(=O)NCc4ccccc4F)ncn3n2)cc1,-1,i,7
C#CCOCCOCCOCCNc1nc(N2CCN(C(=O)[C@H](CCC(=O)O)n3cc(C(N)Cc4ccc(O)cc4)nn3)CC2)nc(N2CCN(C(=O)[C@H](Cc3cc4ccccc4[nH]3)n3cc(C(N)[C@H](C)CC)nn3)CC2)n1 (stereo partly specified),-14,i,27
CS(=O)(=O)c1ccc(Cl)c(NC(=O)CNC(=O)c2ccc3c(c2)OCO3)c1,-9,x,7
COc1cccc(Cn2cnc3c(NS(=O)(=O)c4ccc(Cl)cc4)c(C)c(C)cc32)c1,-11,i,2
O=C(C[n+]1cc(-c2ccc(F)cc2)n2c1CCC2)Nc1nc(-c2ccc(F)cc2)cs1,-7,i,11
O=C(Nc1cccc2cccnc12)C1CCCC1,-10,i,11
CCC(CCC(=O)Nc1cccc(C(=O)O)c1)C(=O)O (stereo unspecified),-13,i,12
O=C(Nc1cccc(O)c1)c1ccccc1[N+](=O)[O-],-12,i,8
CCOC(=O)C1C(c2ccc(OC)cc2)N(C)OC1(O)C(F)(F)F (stereo unspecified),-11,i,49
COc1ccccc1C(=O)N/C(=C/c1ccccc1)C(=O)NC(CCSC)C(=O)O (stereo unspecified),-7,i,3
CCCCCCN(C(=O)CCCCCN1C(=O)NC(c2ccc(-c3ccccc3)cc2)C(C(=O)OCc2ccccc2)=C1C)C(C(=O)NCCCC)c1ccc(OCC(=O)OC)cc1 (stereo unspecified),-18,i,7
COc1ccc(CNC(=O)c2c(O)c3ccccc3n(C)c2=O)cc1,-6,i,5
CCC(C(=O)N1CCN(c2cccc(Cl)c2)CC1)c1ccccc1 (stereo unspecified),-43,i,14
COc1ccc(C2=CSC3=NCCN23)cc1,-18,i,-1
O=C(Nc1ccc(F)cc1)c1cccc(C(=O)Nc2ccc(F)cc2)c1,-9,i,1
O=C(NCc1ccco1)Nc1ccc(Br)cc1Cl,-10,i,9
O=C1Nc2ccccc2C1(O)c1ccccc1 (stereo unspecified),-13,i,13
Cc1ccc(NC(=O)c2cnccn2)cc1C,-20,i,5
CC(c1cccs1)N(C(=O)Nc1ccccc1)C1CCCCC1 (stereo unspecified),6,i,13
O=S1(=O)C=CC(Nc2cccc(Cl)c2)C1 (stereo unspecified),0,i,15
Cc1onc(-c2c(Cl)cccc2Cl)c1C(=O)N1CCN(c2ccccc2)CC1,-28,i,19
COc1ccc(CNC(=O)c2sccc2C)cc1,2,i,-3
Cc1noc(C)c1-c1ccc2ncnc(NC(C)c3ccco3)c2c1 (stereo unspecified),-13,x,14

# The listing continues:
SMILES,OX1R antag-1,CHT PAM,OX1R antag-2
Cc1ccccc1OCc1nc2ccc(S(=O)(=O)N3CCOCC3)cc2[nH]1,-13,i,9
Nc1ncnc2c1ncn2[C@H]1C[C@H](O)[C@@H](COP(=O)(O)O)O1,3,i,18
Cn1sc(NC(=O)c2ccccc2)nc1=O,0,i,5
CCCCNC(=S)Nc1ccccc1F,-12,i,14
CCc1ccccc1NC(=O)CSc1nnc(Cn2nnc3ccccc32)n1C,-12,i,13
FC(F)Sc1nc2ccccc2[nH]1,-8,i,3
COc1ccc(C2CCCN2C(=S)Nc2ccccc2C)cc1OC (stereo unspecified),-17,i,4
COc1cccc(/C=C/C(=O)OCC(=O)NC2CC2)c1,-25,x,8
CCCN(C(=O)COC(=O)CCOc1ccccc1C)c1c(N)n(Cc2ccccc2)c(=O)[nH]c1=O,-8,i,-3
CCCn1c(=O)c(/C(N)=N/O)nn(-c2cccc(C(F)(F)F)c2)c1=O,-10,i,13
Cn1c(OCc2cccnc2)nc2c1c(=O)n(Cc1ccc(Br)cc1)c(=O)n2C,-19,i,13
N/C(=N\OC(=O)CCC1CCCC1)c1ccc([N+](=O)[O-])cc1,-4,i,6
CC(=O)N1CCC2(CC1)CC(=O)c1cc(Cl)ccc1O2,-8,i,14
COc1cccc(CC(NC(C)=O)C(=O)NC2CCN(S(=O)(=O)c3ccc(NC(C)=O)cc3)CC2)c1OC (stereo unspecified),-5,i,15
COCCCNC(=O)c1ccc(S(=O)(=O)c2ccc(Cl)cc2)c(NC(C)=O)c1,-22,i,-5
CSc1cc(C)n(-c2ccccc2)c(=S)c1C(C)=O,-31,i,21
CCCn1c(C)cc(/C=C(\C#N)C(=O)O)c1C,-5,i,16
CC(=O)Oc1cc2cccc(OC(C)=O)c(=O)c2c(OC(C)=O)c1OC(C)=O,-5,i,8
O=S(=O)(c1ccccc1)N1CCN(c2nc(-c3cccs3)nc3ccccc23)CC1,8,i,19
O=C(Cn1cc2c(n1)CCCC2)NCCCN1CCN(C2CCCCC2)CC1,-13,i,4
Cc1ccc2cccc(OCc3ccccc3)c2n1,-18,i,10
Cc1ccc(S(=O)(=O)CCNC(=O)Cc2ccc(Cl)cc2)cc1,-34,i,10
CN1C(=O)c2cccc(N(C)C)c2C1=O,-17,i,7
COc1cccc(-c2ccc(NC(=O)C3CCCN(CCCn4nc(C)cc4C)C3)cc2)c1 (stereo unspecified),8,i,3
COc1cc(S(=O)(=O)Nc2c(C)cc(C)cc2C)ccc1Cl,-33,i,22

# 2 compounds from above, showing only OX1R antag-1.
molecule,OX1R antag-1
Nc1ncnc2c1ncn2[C@H]1C[C@H](O)[C@@H](COP(=O)(O)O)O1,3
Cn1sc(NC(=O)c2ccccc2)nc1=O,0

# Among those listed so far, these contain an aryl thioether with sulfur outside any ring.
SMILES,OX1R antag-1,CHT PAM,OX1R antag-2
Cc1cccnc1NC(=O)CSc1nnc(Cc2ccccc2)o1,-5,i,11
CCc1ccccc1NC(=O)CSc1nnc(Cn2nnc3ccccc32)n1C,-12,i,13
FC(F)Sc1nc2ccccc2[nH]1,-8,i,3
CSc1cc(C)n(-c2ccccc2)c(=S)c1C(C)=O,-31,i,21

# Entries of single compounds, looked up by structure. Values in the order: OX1R antag-1 | CHT PAM | OX1R antag-2
# Shown for O=C(Cn1cc2c(n1)CCCC2)NCCCN1CCN(C2CCCCC2)CC1 : -13 | i | 4
# Shown for N/C(=N\OC(=O)CCC1CCCC1)c1ccc([N+](=O)[O-])cc1 : -4 | i | 6
# Shown for CCCCNC(=S)Nc1ccccc1F : -12 | i | 14
# Shown for Cc1ccc(S(=O)(=O)CCNC(=O)Cc2ccc(Cl)cc2)cc1 : -34 | i | 10
# Shown for Cc1ccc2cccc(OCc3ccccc3)c2n1 : -18 | i | 10

# Next entries follow.
SMILES,OX1R antag-1,CHT PAM,OX1R antag-2
CCOC(=O)C1CCCN(C(=O)c2ccc(S(=O)(=O)N3CCCC3)cc2)C1 (stereo unspecified),1,i,8
CC1(C)Cc2c(sc(NC(=O)c3ccco3)c2C(=O)O)CO1,-8,i,10
O=C1CC(c2ccccc2)Oc2cc(O)cc(O)c21 (stereo unspecified),-6,i,8
Cc1ccc(C2CC(=O)c3cnn(-c4nc(C)cc(C)n4)c3C2)cc1 (stereo unspecified),-44,i,14
COc1ccc(NC(=O)c2ccccc2NC(=O)c2ccco2)c(OC)c1,-30,i,15
O=C(O)C1CC=CCC1C(=O)NC12CC3CC(CC(C3)C1)C2 (stereo unspecified),-1,i,12
CCOc1ccc(C(=O)NC(=S)Nc2ccc(NC(=O)c3ccco3)cc2)cc1[N+](=O)[O-],-39,i,6
O=C(NCc1ccco1)/C(=C/c1ccc(Cl)cc1)NC(=O)c1ccco1,-27,i,22
O=C(Cc1ccccc1Cl)N/N=C/c1cccnc1,2,i,33
Cc1cc(NC(=O)CCC(=O)N(c2ccccc2)C(C)C(=O)NC2CCCC2)no1 (stereo unspecified),-16,i,12
Cn1c(=N)n(CC(=O)O)c2ccccc21,-4,i,7
CC1CCCN(CC(O)CN)C1 (stereo unspecified),-12,i,20
C#CCN1C(=O)C(O)(c2c(C)[nH]c3ccccc23)c2ccccc21 (stereo unspecified),-1,i,8
N#Cc1cccc(C(=O)OCC(=O)NC(=O)NC2CCCCC2)c1,1,i,11
COc1ccnc(CSC(N)=Nc2cccc(C(F)(F)F)c2)c1,-34,i,19
COc1ccccc1N1C(=O)CCC1(C#N)c1ccccc1 (stereo unspecified),1,i,9
Cc1ccccc1OCC(=O)OC1CCN(C)CC1,-10,i,17
C[C@]12c3[nH]c4ccccc4c3CCN1C(=O)C(CC(=O)NCc1ccco1)C[C@@H]2C(=O)N1CCCCC1 (stereo partly specified),-20,x,4
O=C(CSc1nnc(-c2ccccn2)n1-c1ccc(Cl)cc1)Nc1ccc2c(c1)OCO2,-17,i,7
COC(=O)c1ccc(C2C(C#N)=C(N)Oc3cc(C)n(C)c(=O)c32)cc1 (stereo unspecified),-5,i,14
CC(=O)Nc1ccc(/C=C/c2noc(-c3ccccc3O)n2)cc1,-22,i,-3
Cc1cccc(C)c1NC(=O)CNC(=O)c1cccnc1,-3,i,12
CC(C)CCn1c(Sc2nc3ccccc3s2)nc2c1c(=O)[nH]c(=O)n2C,-43,i,9
Cc1nc(-c2cccc(S(=O)(=O)N3CCCCC3)c2)cs1,-18,i,18
CCOc1ccc(S(=O)(=O)c2c(C(=O)c3ccc(C)cc3)cnc3cc4c(cc23)OCCO4)cc1,-8,i,15

# Some of these compounds in order of their number in OX1R antag-2, low to high.
molecule | OX1R antag-2
CCOc1ccc(C(=O)NC(=S)Nc2ccc(NC(=O)c3ccco3)cc2)cc1[N+](=O)[O-] | 6
Cc1ccccc1OCC(=O)OC1CCN(C)CC1 | 17
O=C(Cc1ccccc1Cl)N/N=C/c1cccnc1 | 33

# (listing goes on)
SMILES,OX1R antag-1,CHT PAM,OX1R antag-2
CCOc1ccc(-c2cc(N)n(S(=O)(=O)c3ccc(OC)c(OC)c3)n2)cc1,-23,i,23
CN1CCN(C(=S)c2cn(Cc3ccccc3)c3ccccc23)CC1,-13,i,5
O=C(N1CCOCC1)N1CCN(c2nc(-c3ccc(F)cc3)cs2)CC1,7,i,-6
CC(=O)c1nn(-c2ccc(C)cc2)cc1C(=O)c1cccc(Br)c1,-16,i,1
COc1cc(/C=C/C(=O)OCC(=O)NCc2ccc(F)cc2)ccc1O,1,x,7
Cc1ccccc1OCC(=O)N/N=C/c1cn(C)c2ccccc12,-15,i,5
COC(=O)c1ccc(/C=N/OCC(=O)NCc2ccc(F)cc2)cc1,-24,i,20
O=C(NCCCn1ccnc1)c1cc([N+](=O)[O-])cc([N+](=O)[O-])c1,-13,i,105*
CC1(C)CC(C(CC(=O)O)c2ccccc2)CCO1 (stereo unspecified),-8,i,-2
CC(=O)c1cccc(NCC(=O)Nc2cccc(S(=O)(=O)N3CCCCC3)c2)c1,1,i,26
COC(=O)C1=C(N)N(c2ccccc2C(F)(F)F)C2=C(C(=O)CCC2)C1c1ccc2c(c1)OCO2 (stereo unspecified),-20,i,16
Cc1c(NC(=O)c2ccco2)cccc1C(=O)NN1C(=O)c2ccccc2C1=O,-14,i,20
Cn1c(=O)c(C(=O)CSc2nncs2)c(N)n(Cc2ccccc2)c1=O,-6,i,18
